From PubChem
ERK EGF inh: blocks ERK signaling stimulated by EGF; HEK293-V1b, EGF-stimulated phospho-ERK AlphaScreen; Potency, µM (series often up to 11.5 µM), inactives show top-dose activity change, negative = inhibition, most hits filed as inhibitors; actives 0.41% (n = 130,000); active = well fitted inhibition curve with a large enough effect; inconclusive = small, poorly fitted or top-dose-only effect, or effect the other way;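 note: plate controls were stimulated vehicle wells for no effect and unstimulated vehicle basal for full effect; nearly all actives have a fitted effect of over 55% in size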
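In this qHTS, HEK293 cells with stable type-1 vasopressin (V1b) receptor were exposed to compound at 37C for 30 min, stimulated 5 min with EGF at 25 nM, lysed, and probed for phospho-ERK by AlphaScreen.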
The depositor's hits bear a star; ? = inconclusive; & = joins results of further samples; [ ] = another dose, or the depositor's remark. Potency is the fitted concentration of half-maximal effect. A portion of the library, so the mix of outcomes need not match the whole.

compound,ERK EGF inh
O=c1c2ccccc2nc(CNCC2CCCO2)n1-c1ccc(F)cc1 (stereo not given),-11.9%
CSc1nnc(OC(=O)N(C)C)n1-c1ccc(Cl)cc1,0.4%[57.5 µM]
c1ccc2c(c1)[I+]c1ccccc1-2,-13.4%&-15.3%
OC1C2CN3CN(C2)CC1(c1ccccc1)C3 (stereo not given),4.6%[57.5 µM]
O=C1NC(=O)N(c2ccccc2F)C(=O)/C1=C/c1ccc(Sc2nc3ccccc3[nH]2)o1,3.4%
COc1ccc(-c2cc(=NCCC(=O)O)c3cc(C)ccc3o2)cc1,-4.9%
CC(C)(O)[C@H]1O[C@H]2CC[C@@]3(C)[C@@](O)(CC[C@H]4Cc5c([nH]c6ccccc56)[C@@]43C)C2=CC1=O,-9.6%
O=C(C(=O)N1CCOCC1)c1cn(Cc2ccccc2)c2ccccc12,-7.7%
CC1CN2c3ccc([N+](=O)[O-])cc3CC3(C(=O)N(C)C(=O)N(C)C3=O)C2C(C)O1 (stereo not given),1.8%[57.5 µM]
CN1CCN(c2ccc([N+](=O)[O-])c(N)c2)CC1,4.9%
CCN(CC)P(=O)(c1n(CC)cc[n+]1CC)N(CC)CC,6.1%
Cn1c(=O)n(C)c2cc([N+](=O)[O-])c(N3CCNCC3)cc21,5.5%
COCCNC(=O)c1ccc(N2CC3CC(C2)c2cccc(=O)n2C3)c([N+](=O)[O-])c1 (stereo not given),1.0%
Cc1ccsc1C(=O)C1CCCN(Cc2ccn[nH]2)C1 (stereo not given),-7.3%[57.5 µM]
COc1ccccc1OCCCn1cc(C=O)c2ccccc21,-17.6%
CN1CCN(C(=O)COc2ccc(Oc3ccccc3)cc2)CC1,0.6%

Next section (3 carried over from the part before).
compound,ERK EGF inh
Cc1ccsc1C(=O)C1CCCN(Cc2ccn[nH]2)C1 (stereo not given),-7.3%[57.5 µM]
COc1ccccc1OCCCn1cc(C=O)c2ccccc21,-17.6%
CN1CCN(C(=O)COc2ccc(Oc3ccccc3)cc2)CC1,0.6%
CCC(C)c1ccc(N2C(=O)NC(=O)/C(=C/c3cccn3CCOc3ccc(C)cc3)C2=O)cc1 (stereo not given),-9.4%
C[N+](C)(C)CC(=O)Nc1ccc(Cl)cc1C(=O)c1ccccc1,-3.8%
CSc1nnc([C@@H](N)Cc2c[nH]c3ccccc23)o1,-7.2%[57.5 µM]
c1ccc2c(c1)Sc1ccccc1N2CC1CN2CCC1CC2 (stereo not given),0.8%[57.5 µM]
CCCCC/C=C\C/C=C\C/C=C\C/C=C\CCCC(=O)NCCO,-1.4%&-2.2%
Fc1ccc(CNCCc2ccccc2)cc1,-5.4%
O=C1C2CCN(CC2)C1Cc1ccc(OCc2ccccc2)cc1 (stereo not given),3.3%
CCCCn1c(O)c(/C=C/C=Nc2ccccc2)c(=O)[nH]c1=O,6.5%
CC(C)CN1CC[C@@]2(CCCN(C(=O)c3ccncc3)C2)C1,-11.4%
CC(=O)O[C@]1(c2ccccc2)CCN(C)[C@H]2CCCC[C@@H]21,5.3%
Cc1ccccc1-n1c(/C=C/c2ccccn2)nc2ccccc2c1=O,-9.0%[57.5 µM]
COc1ccc(C(CNC(=O)Cc2ccc(Cl)c(Cl)c2)N(C)C)cc1 (stereo not given),-4.9%
CN1CCN(CC(=O)Nc2ccc([N+](=O)[O-])cc2C(=O)c2ccccc2)CC1,-19.3%
Cc1cc(NC(=O)CCl)on1,2.2%
CN1CC[C@]2(c3cccc(O)c3)Cc3nc4ccccc4cc3C[C@H]2C1,0.4%[57.5 µM]
CCOP(=O)(OCC)C1(O)C(=O)Nc2ccc(Br)cc21 (stereo not given),1.6%

Another view of part of the listing above.
compound: CC(=O)O[C@]1(c2ccccc2)CCN(C)[C@H]2CCCC[C@@H]21
  ERK EGF inh: 5.3%
compound: Cc1ccccc1-n1c(/C=C/c2ccccn2)nc2ccccc2c1=O
  ERK EGF inh: -9.0%[57.5 µM]
compound: COc1ccc(C(CNC(=O)Cc2ccc(Cl)c(Cl)c2)N(C)C)cc1 (stereo not given)
  ERK EGF inh: -4.9%
compound: CN1CCN(CC(=O)Nc2ccc([N+](=O)[O-])cc2C(=O)c2ccccc2)CC1
  ERK EGF inh: -19.3%

Later entries.
compound,ERK EGF inh
COc1cccc(C2(O)CCSCC2CN(C)C)c1 (stereo not given),3.8%
O=C(c1cccc(Cl)c1)C1CCCN(Cc2ccon2)C1 (stereo not given),-7.8%
CCC(C)C(=O)OC1C(O)C2C(CN3CC(C)CCC3[C@]2(C)O)C2C[C@]34O[C@@]5(O)C(OC(=O)C(C)(O)CC)CCC3(C)C5C(OC(C)=O)C(OC(C)=O)C4[C@@]21O (stereo not given in full),-2.6%
CN1CCC2(CC1)CCN(C(=O)Oc1ccccc1)CC2,11.5%
CCCCCCCCCOc1ccc2[nH]cc(CCN)c2c1,?
O=c1[nH]c(O)c(N=Nc2ccc([N+](=O)[O-])cc2)c(=O)[nH]1,-2.2%
CC(=NCCN(C)C)c1c(O)n(Cc2ccccc2)c(=O)[nH]c1=O,-11.7%[57.5 µM]
Cc1cc(C)cc(N2C(=O)NC(=O)/C(=C\c3cccn3-c3ccccc3)C2=O)c1,?
CCCCCCC(=O)N/N=C/c1c(O)n(CCc2ccccc2)c(=O)[nH]c1=O,-3.1%[57.5 µM]
CCOc1cc(C=C2C(=O)NC(=O)NC2=O)ccc1OCC(=O)N1CCOCC1,1.1%
O=C(O)[C@@H]1C[C@H]1[C@@H](NP(=O)(c1ccccc1)c1ccccc1)c1ccccc1,-1.5%&-5.3%
CC(C)(C)n1cc(C(=O)c2ccc3ccccc3c2O)cn1,-6.9%
CC1=NN(c2ccccc2)C(=O)/C1=C/c1c(O)[nH]c(=O)[nH]c1=O,-1.2%
CCC(C)n1c(O)c(C=Nc2cccc(C(F)(F)F)c2)c(=O)[nH]c1=S (stereo not given),1.2%
CC(C)NC(=O)N1CCCC2(CCN(C(=O)Oc3ccccc3)CC2)C1,-0.5%
COc1ccc(C(=O)C2CCCN(Cc3ccsc3)C2)cc1OC (stereo not given),13.2%
CCCCn1c(O)c(/C=N/NC(=O)c2ccncc2)c(=O)[nH]c1=O,-6.1%[57.5 µM]
CC(=O)OCC1=C(C(=O)O)N2C(=O)[C@@H](N)[C@@H]2SC1,-5.5%[25.7 µM]
COc1ccc2[nH]c3c(c2c1)CCNC3,6.9%
CCN1C[C@]2(C)CC[C@H](O)[C@@]34[C@@H]5CC6[C@@H](OC)C[C@@](O)([C@@H]5[C@@H]6O)[C@H](C[C@@H]23)[C@H]14,-10.2%[25.7 µM]
Cc1nn(Cc2ccccc2)c(Cl)c1C(=O)OCC(=O)NCC1CCCO1 (stereo not given),1.4%
CC(C)OP(=O)(OC(C)C)C(O)c1cccnc1 (stereo not given),2.7%
C/C(=N\NC(N)=O)c1c(O)n(C)c(=O)n(C)c1=O,3.7%
Cc1cc(/C=C2\C(=O)NC(=O)N(c3ccc(Br)cc3)C2=O)c(C)n1C,33.9%[57.5 µM]
COc1c(CC=C(C)C)c2c(c3oc(=O)c(-c4ccc(O)cc4)c(O)c13)C=CC(C)(C)O2,0.9%
O=C(c1ccc(C(F)(F)F)cc1)C1CCCN(C2CCSCC2)C1 (stereo not given),-11.1%
COc1ccccc1NC1(C#N)CCCCC1,-5.3%
O=[N+]([O-])c1cc(F)c(N2CCCC2)cc1Br,-2.6%
O=C(O)[C@H]1[C@H]2CN[C@H](C(=O)O)[C@H]21,-4.1%
CC1(C(=O)O)C2CCC(O2)C1(C)C(=O)O (stereo not given),?
O=C(NCC(c1cccnc1)N1CCN(c2ccc(F)cc2)CC1)Oc1ccccc1 (stereo not given),-1.7%
CCC(C)n1c(O)c(C=NCCN2CCOCC2)c(=O)[nH]c1=S (stereo not given),-0.2%[57.5 µM]
O=P1(Oc2ccccc2)CC=C[C@H](COCc2ccccc2)O1 (stereo not given in full),-4.3%[57.5 µM]
CC1CC(C)CN(CC(=O)c2ccc(OC(F)F)cc2)C1 (stereo not given),-4.3%
CC12CCC3C(CC=C4CC(O)CCC43C)C1C/C(=C\c1cccc(F)c1)C2=O (stereo not given),-0.5%[57.5 µM]
Cc1cccc2c(CCN)c[nH]c12,-0.4%
Cc1ccc(-c2nn(Cc3ccccc3)cc2C=O)cc1,4.8%
COC(=O)COc1ccc(Cl)cc1Cl,8.5%
O=C1OC(c2ccc(Br)cc2)=N/C1=C\N1CC2CC(C1)c1cccc(=O)n1C2 (stereo not given),?
C=C1C[C@]2(O)[C@@]3(C)CCC(=O)C(C)(C)C3=C(O)C(=O)[C@@]2(C)[C@@H]2C(=O)O[C@@](C)(C(=O)OC)C(=O)[C@@]12C,-2.2%[57.5 µM]

(cont.)
| smiles | ERK EGF inh |
| --- | --- |
| CCOc1cc(/C=C2\C(=O)NC(=O)N(C)C2=O)cc([N+](=O)[O-])c1O | -5.0%[57.5 µM] |
| CCCc1cc2c(n1Cc1cccc(Cl)c1)C(C)C1CN(C(=O)c3ccccc3)C(C)(C(=O)OC)C21 (stereo not given) | 8.4% |
| Cc1cccc(-n2c(O)c(/C=C3/C(c4ccccc4)=Nc4ccccc43)c(=O)[nH]c2=O)c1 | -16.9%[57.5 µM] |
| FCCN(CCF)c1cccc(Cl)c1 | -13.2%[57.5 µM] |
| CCN(CC)P(=S)(c1c(C)nc2ccccn12)c1c(C)nc2ccccn12 | -2.1% |
| CC(NC(C)(C)C)C(=O)c1cccc(Cl)c1 (stereo not given) | -2.4%&0.0%&8.5% |
| O=C(O)C1C2CC3CC(C2)CC1(n1ncc(N2CCC4(CC2)OCCO4)c(Cl)c1=O)C3 (stereo not given) | -27.6%[57.5 µM] |
| COc1c(C)cc(C(=O)C2CCCN(Cc3cccc(C)n3)C2)cc1C (stereo not given) | -3.5% |
| CN(C)CC1CCCCC1=O (stereo not given) | 4.6%[57.5 µM] |
| CC/C(=N\Nc1ccccc1)c1c(O)n(-c2ccccc2)c(=O)[nH]c1=O | 10.8%[57.5 µM] |
| COCCN1C(=O)/C(=C/c2c(OC)cc(OC)cc2OC)C(=O)N(c2ccccc2)C1=O | -9.2%[57.5 µM] |
| CN1CCC2=C[C@H](O)[C@@H]3OC(=O)c4cc5c(cc4[C@H]3[C@H]21)OCO5 | 6.7%[25.7 µM] |
| O=c1[nH]c(=S)n(-c2ccccc2)c(O)c1/C=N/N1CCCCC1c1cccnc1 (stereo not given) | -6.4%[57.5 µM] |
| CC1(C)C[C@H]2C=C(C=O)[C@]3(C=O)C[C@]3(C)[C@H]2C1 | 10µM* |
| NNc1n[nH]c(=S)n1N | 11.9%[57.5 µM] |
| Cc1ccsc1C(=O)C1CCCN(Cc2ccc(-n3cccn3)cc2)C1 (stereo not given) | -4.0% |
| CSc1ncc(CN2CCCC(C(=O)c3cccc(Cl)c3)C2)cn1 (stereo not given) | -4.3% |
| O=C1NC(=O)N(Cc2ccco2)C(=O)/C1=C\c1cccn1CCOc1ccc(Cl)cc1 | -8.8% |
| O=C(CN1CCCCC1)c1ccc(OC(F)F)cc1 | -8.4% |
| CC(C)Oc1cccnc1N(C)C1CCN(Cc2ccccc2)CC1 | 4.6% |
| Nc1ccc(Cl)cc1C(=O)c1ccccc1 | -4.0%[57.5 µM] |
| COc1ccc(OCC(=O)N2CCN(C(C)C)CC2)cc1 | -5.1% |
| C/C=C1\C[N@@+]2(C)CC[C@@]34C(=C(C=O)[C@H]1C[C@H]32)Nc1ccccc14 | 0.9%[25.7 µM] |
| CCc1ccc(-n2c(O)c(/C=N/N3CCCCC3c3cccnc3)c(=O)[nH]c2=O)cc1 (stereo not given) | -9.0% |
| NC1=NC(c2cccnc2)n2c(nc3ccccc32)N1 (stereo not given) | -4.2%[57.5 µM] |
| COc1cc2c(cc1/C=C/[N+](=O)[O-])OCO2 | ? |
| Cc1ccc(NC(=S)NCCc2cnc[nH]2)cc1C | -3.6% |
| COP(=O)(OC)C(NC(C)=O)C(Cl)(Cl)Cl (stereo not given) | 0.3% |
| COC(=O)C1=Nc2ccccc2/C1=C\c1c(O)n(-c2cc(OC)ccc2OC)c(=O)[nH]c1=O | -1.3% |
| CCCC(=O)c1ccc(CP(=O)(OCC)OCC)o1 | 4.3%[57.5 µM] |
| CCCCCSc1cc(O)c(C(CNC)C(C)C)cc1OC (stereo not given) | -0.5% |
| CCCN(CCC)[C@@H]1CCc2c(OC)cccc2[C@@H]1C | 0.6% |
| O=C1NC(=O)C(=Cc2ccsc2)C(=O)N1 | -5.4% |
| C=CCc1ccc(OC)cc1 | 4.5% |
| CC[C@]1(c2cccc(O)c2)CCCCN(C)C1 | 13.0%[25.7 µM] |
| C/C(=C/C=C/[C@@H](C)C(=O)O)[C@H]1CN[C@H](C(=O)O)[C@H]1CC(=O)O | -3.2% |
| Oc1c(Br)cc(Br)cc1Oc1ccc(Br)cc1Br | 2.9% |
| Clc1cccc(SC2CCNCC2)n1 | 13.5% |
| CN(C)CC1CSCCC1(O)c1cccc(Cl)c1 (stereo not given) | 9.2% |
| CS(=N)(=O)CC[C@@H](N)C(=O)O (stereo not given in full) | 10.0%[25.7 µM] |
| O=[N+]([O-])c1cc(-c2ccc([As](=O)(O)O)cc2)ccc1[As](=O)(O)O | -23.5%[57.5 µM] |
| C=CCC1C(=O)NC(=S)NC1=O | 2.4% |
| Nc1ccc(C2(c3ccc(N)cc3)c3ccccc3-c3ccccc32)cc1 | -11.7% |
| CN(C)CCCNCC(=O)Nc1ccc(Cl)cc1C(=O)c1ccccc1 | -7.2% |
| CC1COC2N=C(N[N+](=O)[O-])NC2O1 (stereo not given) | -2.2% |
| CCC(C)C1NC(=O)C(C(C)=O)=C1O (stereo not given) | -2.6%[57.5 µM] |
| O=c1cccc2n1CC1CNC[C@H]2C1 | -2.0% |
